15-hLO-2 inh: 15-hLO-2 (ALOX15B) enzyme inhibition; O15296; purified 15hLO-2, xylenol orange hydroperoxide absorbance; Potency, µM (top dose mostly 57.1 µM), inactives show at the highest dose activity change, negative = inhibition, usual class: inhibitors; actives 0.56% (n = 110,000); active = well fitted inhibition curve with a large enough effect; inconclusive = small, poorly fitted or top-dose-only effect; inactive = no such curve, though single readings can be large or run the other way; also: potency is read from the fitted curve at half-maximal effect; nearly all actives have a fitted effect of over 60% in size; many of its hits are not listed in these tables
Target sequence (O15296 whole entry, looked up): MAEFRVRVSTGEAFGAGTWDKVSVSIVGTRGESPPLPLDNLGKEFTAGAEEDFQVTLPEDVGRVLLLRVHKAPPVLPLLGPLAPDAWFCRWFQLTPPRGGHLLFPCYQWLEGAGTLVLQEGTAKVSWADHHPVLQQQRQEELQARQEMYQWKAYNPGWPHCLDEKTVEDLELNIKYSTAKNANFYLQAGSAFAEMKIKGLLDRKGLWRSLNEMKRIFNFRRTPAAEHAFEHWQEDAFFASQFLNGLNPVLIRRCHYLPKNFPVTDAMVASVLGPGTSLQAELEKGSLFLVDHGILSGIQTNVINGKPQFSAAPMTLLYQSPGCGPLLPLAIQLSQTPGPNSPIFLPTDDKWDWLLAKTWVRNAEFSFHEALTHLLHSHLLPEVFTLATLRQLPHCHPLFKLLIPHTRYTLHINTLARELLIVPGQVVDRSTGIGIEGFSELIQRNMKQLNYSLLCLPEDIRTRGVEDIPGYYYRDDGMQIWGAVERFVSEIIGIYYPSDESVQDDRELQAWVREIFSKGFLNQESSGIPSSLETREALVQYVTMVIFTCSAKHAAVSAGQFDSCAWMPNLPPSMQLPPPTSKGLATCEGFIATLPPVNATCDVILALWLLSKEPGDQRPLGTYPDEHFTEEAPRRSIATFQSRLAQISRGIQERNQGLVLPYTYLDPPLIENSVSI
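Screening format was qHTS against 50 nM purified 15hLO-2 in Hepes pH 7.5 with detergent. Activity follows hydroperoxide formation from 45 uM arachidonic acid, measured as 573:405 nm absorbance ratio of the ferric-xylenol orange complex.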
IMPase inh: membrane-permeable compound that blocks inositol monophosphatase; 120,000 tested, under 10 active; P97697; inhibition (IP1 accumulation), % at 46.1 µM; CHO-M1 cells, IP1 accumulation, HTRF TR-FRET ratio; active = well fitted curve in the direction sought with a large enough effect in the signal ratio, not every such curve was filed as active; inconclusive = small, poorly fitted or top-dose-only effect, or a change in a side signal; inactive = no such curve, though single readings can be large or run the other way; the % refers to the signal ratio;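 also: cells stimulated with carbachol in lithium chloride buffer; plate controls were DMSO basal wells for no effect and reference inhibitor wells for full effect; higher means more IMPase inhibition seen as more IP1 and lower FRET ratio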
Target sequence (P97697 whole entry, looked up): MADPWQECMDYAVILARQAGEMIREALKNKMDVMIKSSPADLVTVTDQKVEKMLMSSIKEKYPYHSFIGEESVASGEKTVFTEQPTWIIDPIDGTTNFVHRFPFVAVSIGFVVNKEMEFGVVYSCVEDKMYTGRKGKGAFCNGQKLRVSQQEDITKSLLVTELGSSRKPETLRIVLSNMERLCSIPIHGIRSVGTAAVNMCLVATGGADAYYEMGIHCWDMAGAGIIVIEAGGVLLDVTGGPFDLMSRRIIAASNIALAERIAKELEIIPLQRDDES
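CHO-M1 cells (CHO stably expressing M1 receptor), compound up to 46 uM final, stimulated with carbachol (50 uM as added) in buffer with 50mM LiCl, pH 7.4, 30 min at 37C. Cytosolic IP1 read by TR-FRET; AC50 from Hill fits.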
* marks the source's active call; other numbers are inactive results; ? = inconclusive; . = not tested or not shown; [ ] = dose if it differs, or a comment. Unless noted, % is scaled to controls: 0 for no effect and ±100 for the full control effect. Some of the compounds tested, so the mix of outcomes need not match the whole.

Order of values – 15-hLO-2 inh, IMPase inh
Cc1cnc(CNc2ccnc(-c3ccccc3C(F)(F)F)n2)cn1
    -1%, .
N#Cc1cccc(-c2ccc3ncnc(N4CCNCC4)c3c2)c1
    11%, .
CCNc1ncc2nc(-c3ccc(Cl)cc3)c(=O)n(C)c2n1
    1%, .
COc1cccc(-c2nc(NCc3ccccc3)c3ccccc3n2)c1
    36%[activator], .
c1cc(NC2CC2)nc(-c2ccoc2)n1
    7%, .
COc1ccc(-n2c(=O)c(-c3cccs3)nc3cnc(Nc4ccccc4)nc32)cc1
    -5%, .
COc1ccc2[nH]cc(CCNc3ncnc4ccc(-c5cccnc5)cc34)c2c1
    12%, .
Fc1ccc(Nc2ncncc2-c2ccccc2C(F)(F)F)cc1
    -17%, .
COCCn1c(=O)c(CCc2ccccc2)nc2cnc(Oc3ccc(OC)cc3)nc21
    -10%, .
CCNc1ncc2nc(-c3ccccc3)c(=O)n(Cc3cccc(OC)c3)c2n1
    -5%, .
Cc1nc2cnc(N3CCN(C)CC3)nc2n(-c2ccccc2)c1=O
    -5%, .
CN(C)c1ncc2nc(-c3cccc(C#N)c3)c(=O)n(C)c2n1
    -2%, .
Clc1ccccc1-c1nccc(NCc2cccs2)n1
    14%, .
COc1ccc(CNc2ncnc3ccc(-c4ccccc4OC)cc23)c(OC)c1
    8%, .
CN(C)c1ncc2nc(-c3ccccc3)c(=O)n(C)c2n1
    -11%, .
CN(C)c1ncc2nc(-c3cccs3)c(=O)n(Cc3cccs3)c2n1
    -1%, .
Fc1ccc(Nc2ncnc3ccc(-c4ccoc4)cc23)cc1
    29%, .
FC(F)(F)c1ccccc1-c1nccc(NCCN2CCOCC2)n1
    -22%, .
COCCn1c(=O)cnc2cnc(Nc3ccccc3)nc21
    -8%, .
COc1cccc(-c2cncnc2NCCc2c[nH]c3ccc(OC)cc23)c1
    5%, .
COc1ccc(CNc2ncncc2-c2ccccc2OC)c(OC)c1
    27%, .
CN1CCN(c2ncnc3ccc(-c4ccoc4)cc23)CC1
    45%[activator], .
COc1cccc(Cn2c(=O)c(-c3ccccc3)nc3cnc(N4CCNCC4)nc32)c1
    36%[activator], .
COc1ccc(Oc2ncc3nc(-c4ccc(F)cc4)c(=O)n(C4CC4)c3n2)cc1
    1%, .
COc1ccc(-n2c(=O)c(-c3cn(C)c4ccccc34)nc3cnc(N4CCOCC4)nc32)cc1
    -6%, .
COc1ccc(CNc2ncnc3ccc(-c4c(C)noc4C)cc23)c(OC)c1
    44%[activator], .
c1ccc(CNc2ncnc3ccc(-c4ccoc4)cc23)cc1
    -1%, .
COc1ccc2[nH]cc(CCNc3ccnc(-c4cccc(C#N)c4)n3)c2c1
    -4%, .
N#CCCn1c(=O)cnc2cnc(Oc3cccc(Cl)c3)nc21
    -3%, .
COc1cccc(Nc2ncc3ncc(=O)n(Cc4ccc(F)cc4)c3n2)c1
    -4%, .
COc1ccc2[nH]cc(CCNc3ccnc(-c4ccoc4)n3)c2c1
    -19%, .
COCCn1c(=O)c(-c2cccs2)nc2cnc(Oc3ccccc3)nc21
    -17%, .
CN1CCN(c2ncnc3ccc(-c4cccc(C#N)c4)cc23)CC1
    29%, .
Cc1nc2cnc(N3CCOCC3)nc2n(C2CC2)c1=O
    -7%, .
CN(C)c1ncc2nc(CCc3ccccc3)c(=O)n(C3CC3)c2n1
    -6%, .
c1cncc(-c2ccc3ncnc(NC4CCNCC4)c3c2)c1
    4%, .
Cc1cnc(CNc2cc(-c3ccccc3C)ncn2)cn1
    -16%, .
c1ccc(CNc2nc(-c3cccnc3)nc3ccccc23)cc1
    51%[activator], .
c1ccc(CNc2ncnc3ccc(-c4ccc5c(c4)OCO5)cc23)cc1
    68%[activator], .
COc1ncc2nc(-c3ccccc3)c(=O)n(C3CC3)c2n1
    0%, .
CCNc1ncc2nc(C)c(=O)n(C[C@H]3CCCO3)c2n1
    -1%, .
Cc1noc(C)c1-c1ccc2ncnc(N(C)C)c2c1
    2%, .
COc1ccc(-c2nc3cnc(OC)nc3n(C)c2=O)cc1
    -2%, .
COc1cccc(Nc2ncc3nc(C)c(=O)n(C)c3n2)c1
    1%, .
CN(C)C(=O)c1ccc(-c2nccc(NCc3ccccc3)n2)cc1
    -6%, .
COc1cccc(Cn2c(=O)c(-c3ccc(F)cc3)nc3cncnc32)c1
    -2%, .
COc1ccc(-n2c(=O)c(-c3cccs3)nc3cncnc32)cc1
    -4%, .
COc1ccccc1-c1cncnc1N1CCN(C)CC1
    -11%, .
CN1CCN(c2ncc3ncc(=O)n(C4CC4)c3n2)CC1
    -2%, .
CN1CCN(c2ncc3nc(-c4cc(F)cc(F)c4)c(=O)n(C)c3n2)CC1
    20%, .
N#Cc1cccc(-c2nc3cnc(N4CCOCC4)nc3n(C[C@H]3CCCO3)c2=O)c1
    -9%, .
Clc1ccccc1-c1cc(NCCN2CCOCC2)ncn1
    ?, .
Cc1cnc(CNc2ccnc(-c3ccccc3C)n2)cn1
    -5%, .
CN1CCN(c2ccnc(-c3ccc(N(C)C)cc3)n2)CC1
    -7%, .
c1cncc(-c2nccc(NCc3cccs3)n2)c1
    -6%, .
COc1ccc(CNc2cc(-c3cccc(C#N)c3)ncn2)c(OC)c1
    16%, .
COCCn1c(=O)c(-c2cccs2)nc2cnc(N3CCOCC3)nc21
    -8%, .
CN1CCN(c2ccnc(-c3cccnc3)n2)CC1
    -2%, .
COc1ccc(Oc2ncc3nc(C)c(=O)n(-c4ccccc4)c3n2)cc1
    0%, .
COc1cccc(Cn2c(=O)cnc3cnc(OC)nc32)c1
    -14%, .

(listing goes on)
Order of values – 15-hLO-2 inh, IMPase inh
CN1CCN(c2ncc3nc(CCc4ccccc4)c(=O)n(CCc4ccccc4)c3n2)CC1
    43%[activator], .
Cc1ccccc1-c1cc(NCc2cccnc2)ncn1
    -7%, .
CC(=O)NCCNc1ncnc2ccc(-c3cccc(NS(C)(=O)=O)c3)cc12
    -5%, .
CN(C)Cc1ccccc1-c1cc(NCc2ccccc2)ncn1
    25%, .
Cc1cnc(CNc2ncnc3ccc(-c4ccccc4C(F)(F)F)cc23)cn1
    4%, .
COc1ccc(CNc2ncncc2-c2ccoc2)c(OC)c1
    -3%, .
Cn1c(=O)c(-c2cccs2)nc2cnc(OCc3ccccc3)nc21
    -5%, .
CN1CCN(c2ncc3nc(-c4ccccc4)c(=O)n(C4CC4)c3n2)CC1
    20%, .
COc1ccccc1-c1cc(-n2ccnc2)ncn1
    5%, .
O=c1c(-c2ccc(F)cc2)nc2cnc(Oc3cccc(Cl)c3)nc2n1C[C@H]1CCCO1
    -8%, .
Cc1noc(C)c1-c1cncnc1NCc1cccnc1
    -8%, .
COc1ncc2nc(-c3ccccc3)c(=O)n(CCc3ccccc3)c2n1
    -2%, .
Cc1ccccc1-c1ccc2ncnc(NCc3cccs3)c2c1
    38%[activator], .
CC(=O)NCCNc1nc(-c2ccc(C(=O)N(C)C)cc2)nc2ccccc12
    -8%, .
COc1cccc(Nc2ncc3nc(-c4cn(C)c5ccccc45)c(=O)n(CCC#N)c3n2)c1
    3%, .
CNc1ncncc1-c1ccccc1CN(C)C
    1%, .
COCCNc1nc(-c2ccoc2)nc2ccccc12
    3%, .
c1ccc(CNc2ncncc2-c2ccc3c(c2)OCO3)cc1
    6%, .
COc1ccccc1CNc1ncnc2ccc(-c3ccc4c(c3)OCO4)cc12
    52%[activator], .
COCCn1c(=O)c(-c2cccc(C#N)c2)nc2cnc(Oc3cccc(Cl)c3)nc21
    -5%, .
COc1ccc(-n2c(=O)c(-c3ccc(F)cc3)nc3cnc(N4CCOCC4)nc32)cc1
    -3%, .
COc1ccc(-n2c(=O)c(-c3ccc(F)cc3)nc3cncnc32)cc1
    -8%, .
FC(F)(F)c1ccccc1-c1ccc2ncnc(NCc3cccnc3)c2c1
    56%[activator], .
Cc1cnc(CNc2ncnc3ccc(-c4ccccc4Cl)cc23)cn1
    32%[activator], .
COc1ccc(CNc2ncnc3ccc(-c4cccnc4)cc23)c(OC)c1
    54%[activator], .
O=c1cnc2cnc(Nc3ccccc3)nc2n1Cc1cccs1
    12%, .
N#Cc1cccc(-c2cncnc2NCc2cccs2)c1
    -2%, .
COCCn1c(=O)c(-c2ccc(F)cc2)nc2cnc(N(C)C)nc21
    -2%, .
Cc1nc2cnc(Oc3cccc(Cl)c3)nc2n(C2CC2)c1=O
    3%, .
COc1ccc(-n2c(=O)c(-c3cccc(F)c3)nc3cncnc32)cc1
    -21%, .
COc1ccccc1CCn1c(=O)c(-c2cccc(F)c2)nc2cncnc21
    1%, .
CN1CCN(c2ncc3nc(-c4cccs4)c(=O)n(-c4ccccc4)c3n2)CC1
    5%, .
c1ccc(Nc2nc(-c3cccnc3)nc3ccccc23)cc1
    2%, .
COCCn1c(=O)c(CCc2ccccc2)nc2cncnc21
    -9%, .
c1ccc(Nc2ncncc2-c2ccc3c(c2)OCO3)cc1
    9%, .
CNc1ccnc(-c2ccccc2C)n1
    -2%, .
Cc1ccccc1-c1nccc(Nc2ccc(F)cc2)n1
    20%, .
COc1cccc(Nc2ncc3nc(C)c(=O)n(-c4ccccc4)c3n2)c1
    2%, .
COc1ccc(CNc2ncnc3ccc(-c4ccc(N(C)C)cc4)cc23)c(OC)c1
    2%, .
c1cncc(CNc2ccnc(-c3cccnc3)n2)c1
    9%, .
Cc1cnc(CNc2nc(-c3ccccc3Cl)nc3ccccc23)cn1
    7%, .
O=c1c(-c2cccs2)nc2cncnc2n1Cc1ccc(F)cc1
    -7%, .
c1ccc(Nc2nc(-c3ccoc3)nc3ccccc23)cc1
    12%, .
Cc1cnc(CNc2nc(-c3ccccc3C)nc3ccccc23)cn1
    1%, .
COc1ccc(-c2nc3cnc(N4CCOCC4)nc3n(-c3ccccc3)c2=O)cc1
    -5%, .
Cc1ccccc1-c1cc(N2CCN(C)CC2)ncn1
    -6%, .
CS(=O)(=O)Nc1cccc(-c2nccc(NCc3cccs3)n2)c1
    -6%, .
COc1ccccc1-c1cc(NCc2cccs2)ncn1
    5%, .
Cc1ccccc1-c1nc(N(C)Cc2ccco2)c2ccccc2n1
    3%, .
COc1ccc2[nH]cc(CCNc3cc(-c4ccc(C(=O)N(C)C)cc4)ncn3)c2c1
    -10%, .
COc1ccc(-c2nc3cnc(N(C)C)nc3n(C)c2=O)cc1
    -2%, .
CN(C)C(=O)c1ccc(-c2nc(Nc3ccccc3)c3ccccc3n2)cc1
    -5%, .
CN(C)C(=O)c1ccc(-c2ccc3ncnc(NCc4ccccc4)c3c2)cc1
    10%, .
COc1ccccc1CNc1ncncc1-c1ccccc1C(F)(F)F
    37%[activator], .
CCNc1ncc2nc(-c3ccccc3)c(=O)n(C[C@H]3CCCO3)c2n1
    1%, .
COc1ccccc1CNc1cc(-c2ccccc2CN(C)C)ncn1
    25%, .
Cc1noc(C)c1-c1cc(Nc2ccccc2)ncn1
    -2%, .
COc1ncc2nc(-c3cn(C)c4ccccc34)c(=O)n(-c3ccccc3)c2n1
    1%, .
COc1ccccc1CCn1c(=O)c(-c2cn(C)c3ccccc23)nc2cncnc21
    -2%, .
O=c1c(-c2ccc(F)cc2)nc2cnc(N3CCOCC3)nc2n1Cc1cccs1
    7%, .

(next part)
Order of values – 15-hLO-2 inh, IMPase inh
Cc1ccc(-c2nnc(SCC(=O)NCc3ccccc3)o2)cc1
    ., ?
CCOc1ccc(Cl)cc1C1CC(=O)Nc2cc(OC)c(OC)c(OC)c21 (configuration not stated)
    ., 8
Cc1ccc(CNC(=O)CCCn2c(=O)c3ccccc3n(Cc3ccccc3Cl)c2=O)cc1
    ., ?
COc1ccc(S(=O)(=O)N(CC(=O)NCCSc2ccc(C)cc2)c2ccc(C)cc2)cc1
    ., -1
CCN(C(=O)CCc1nc(-c2ccc(C)cc2)no1)c1cc(C)ccc1C
    ., 8
O=C(Cn1cc(C(=O)c2cccs2)c2ccccc21)Nc1ccc(Br)cc1
    ., -3
COc1ccc(S(=O)(=O)N2CCC(C(=O)Nc3ccccc3)CC2)cc1OC
    ., -3
CCCc1nc2sc3c(N4CCC(C)CC4)ncnc3c2c2c1CCCC2
    ., -1
CCOC(=O)c1cnc2c(Cl)c(Cl)ccc2c1Nc1ccc(N(C)C)cc1
    ., 6
Cc1cc(C)cc(NC(=O)c2cccc(C(=O)Nc3cc(C)cc(C)c3)c2)c1
    ., -3
O=c1oc2ccccc2c(N2CCN(c3ccc(F)cc3)CC2)c1CN1CCCC1
    ., 14
CCOC(=O)c1c(N)n(-c2cc(C)cc(C)c2)c2nc3ccccc3nc12
    ., -11
CC1CCN(C(=O)c2c(NC(=O)c3ccccc3Cl)sc3c2CCC(C(C)(C)C)C3)CC1 (configuration not stated)
    ., 4

Assay outcomes from PubChem BioAssay.
